Dicer inh: blocks human Dicer maturation of pre-miR-21. Q9UPY3. cat-ELCCA pre-miR-21 Dicer processing, chemiluminescence; active compounds read high. z-score at 25 µM. 6% of 47,000 active; in the data active means z-score above about 3, passing the limit was not always enough;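 further: plate controls were vehicle for no effect and no enzyme for full effect; higher signal means more uncleaved substrate so more Dicer inhibition; strong numbers were not always called active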
Target sequence (Q9UPY3 whole entry, looked up): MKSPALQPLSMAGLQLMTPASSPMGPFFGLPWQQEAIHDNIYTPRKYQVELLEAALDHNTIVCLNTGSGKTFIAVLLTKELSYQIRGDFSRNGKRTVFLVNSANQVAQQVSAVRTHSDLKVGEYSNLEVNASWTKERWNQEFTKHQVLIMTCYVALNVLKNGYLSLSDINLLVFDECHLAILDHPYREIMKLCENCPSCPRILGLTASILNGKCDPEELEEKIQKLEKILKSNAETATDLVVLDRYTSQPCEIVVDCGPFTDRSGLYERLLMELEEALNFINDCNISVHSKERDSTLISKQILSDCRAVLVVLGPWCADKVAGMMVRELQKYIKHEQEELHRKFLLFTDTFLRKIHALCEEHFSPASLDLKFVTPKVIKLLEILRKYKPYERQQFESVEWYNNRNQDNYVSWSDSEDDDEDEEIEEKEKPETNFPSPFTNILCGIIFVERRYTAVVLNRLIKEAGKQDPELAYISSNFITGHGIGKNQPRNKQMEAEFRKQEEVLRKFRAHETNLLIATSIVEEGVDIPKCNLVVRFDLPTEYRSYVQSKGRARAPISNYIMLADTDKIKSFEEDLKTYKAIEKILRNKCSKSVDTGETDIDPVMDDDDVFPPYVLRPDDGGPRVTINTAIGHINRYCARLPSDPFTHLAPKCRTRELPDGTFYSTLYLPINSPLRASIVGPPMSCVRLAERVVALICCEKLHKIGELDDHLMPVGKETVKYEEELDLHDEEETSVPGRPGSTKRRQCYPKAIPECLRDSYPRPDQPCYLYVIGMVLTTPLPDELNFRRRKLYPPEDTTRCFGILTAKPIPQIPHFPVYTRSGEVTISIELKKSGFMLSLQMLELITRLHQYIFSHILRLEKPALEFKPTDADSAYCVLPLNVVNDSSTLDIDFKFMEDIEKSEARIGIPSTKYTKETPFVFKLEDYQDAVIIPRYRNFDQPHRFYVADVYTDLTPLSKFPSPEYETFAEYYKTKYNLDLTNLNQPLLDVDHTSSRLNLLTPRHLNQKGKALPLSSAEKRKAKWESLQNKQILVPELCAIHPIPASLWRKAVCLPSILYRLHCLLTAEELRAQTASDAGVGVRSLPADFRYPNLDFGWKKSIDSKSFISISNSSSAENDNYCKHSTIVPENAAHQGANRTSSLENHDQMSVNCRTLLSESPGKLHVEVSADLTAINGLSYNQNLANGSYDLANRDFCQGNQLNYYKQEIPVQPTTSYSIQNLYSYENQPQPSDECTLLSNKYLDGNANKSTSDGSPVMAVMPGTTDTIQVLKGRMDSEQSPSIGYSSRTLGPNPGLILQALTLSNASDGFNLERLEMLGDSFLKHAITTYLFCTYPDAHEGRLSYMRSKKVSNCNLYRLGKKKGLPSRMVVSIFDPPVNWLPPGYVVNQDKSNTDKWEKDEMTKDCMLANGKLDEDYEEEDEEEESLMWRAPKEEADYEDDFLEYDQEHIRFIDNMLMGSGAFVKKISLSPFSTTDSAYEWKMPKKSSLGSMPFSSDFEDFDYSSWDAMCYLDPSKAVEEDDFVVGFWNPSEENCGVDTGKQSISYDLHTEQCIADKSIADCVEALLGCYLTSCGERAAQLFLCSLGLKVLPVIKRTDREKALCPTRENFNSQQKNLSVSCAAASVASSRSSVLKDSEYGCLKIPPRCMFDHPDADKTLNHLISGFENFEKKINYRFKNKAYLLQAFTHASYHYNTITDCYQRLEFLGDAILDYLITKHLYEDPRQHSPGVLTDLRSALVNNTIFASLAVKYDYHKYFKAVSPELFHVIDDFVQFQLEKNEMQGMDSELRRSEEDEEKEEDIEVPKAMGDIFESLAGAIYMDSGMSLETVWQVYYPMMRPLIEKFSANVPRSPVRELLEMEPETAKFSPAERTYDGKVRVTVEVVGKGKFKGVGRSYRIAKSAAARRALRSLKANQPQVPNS
The depositor's hits bear a star; & = joins results of further samples. Not all compounds are listed. The share of hits here may be higher or lower than overall.

A first look:
No. | compound | Dicer inh
1 | COc1ccc(COC(=O)C2=C(C)NC3=C(C(=O)CCC3)C2c2ccc(OC)c(OC)c2)cc1 (configuration not stated) | 1.2
2 | Cc1cc(C)n2c(SC(CNS(=O)(=O)c3ccc(Cl)cc3)c3ccccc3)nnc2n1 (configuration not stated) | 1.7
3 | COC(=O)Cn1c(Cl)nc2c1c(=O)n(C)c(=O)n2C | -1.2
4 | COc1ccc(OCc2nc3ccccc3n2CC(C)C)cc1 | 0.64
5 | CSc1sc(C#N)c2c1/C(=N/OC(C)=O)CCC2 | -1
6 | O=C(Cc1ccc(Cl)cc1)c1ccc(O)cc1O | 4.1*

The whole of this part, previewed entries included:
No. | compound | Dicer inh
1 | COc1ccc(COC(=O)C2=C(C)NC3=C(C(=O)CCC3)C2c2ccc(OC)c(OC)c2)cc1 (configuration not stated) | 1.2
2 | Cc1cc(C)n2c(SC(CNS(=O)(=O)c3ccc(Cl)cc3)c3ccccc3)nnc2n1 (configuration not stated) | 1.7
3 | COC(=O)Cn1c(Cl)nc2c1c(=O)n(C)c(=O)n2C | -1.2
4 | COc1ccc(OCc2nc3ccccc3n2CC(C)C)cc1 | 0.64
5 | CSc1sc(C#N)c2c1/C(=N/OC(C)=O)CCC2 | -1
6 | O=C(Cc1ccc(Cl)cc1)c1ccc(O)cc1O | 4.1*
7 | Cn1c(=O)c2c(O)cc(=O)oc2c2ccccc21 | 0.47
8 | Cc1ccc(/C(=C\CN2CCCC2)c2ccccn2)cc1 | -0.16
9 | COc1cccc(OCc2nc(-c3ccncc3)no2)c1 | -2
10 | Cc1ccc(N2C(=O)C3C4C=CC(O4)C3C2=O)cc1C (configuration not stated) | 0.04

A second format for 3 compounds above.
1	COc1ccc(COC(=O)C2=C(C)NC3=C(C(=O)CCC3)C2c2ccc(OC)c(OC)c2)cc1 (configuration not stated)
  Dicer inh: 1.2
2	Cc1cc(C)n2c(SC(CNS(=O)(=O)c3ccc(Cl)cc3)c3ccccc3)nnc2n1 (configuration not stated)
  Dicer inh: 1.7
3	COC(=O)Cn1c(Cl)nc2c1c(=O)n(C)c(=O)n2C
  Dicer inh: -1.2

More entries.
No. | compound | Dicer inh
11 | Cc1ccc(-c2nc(NC(=O)Nc3c(-c4ccccc4)noc3C)sc2C)cc1Cl | -0.1
12 | Cc1cccc2c1N(CC(=O)OC(C)C)C(=O)C2=O | 2.1
13 | CCOC(=O)CCc1ccc2c(c1)NC(c1cccc([N+](=O)[O-])c1)O2 (configuration not stated) | -0.17
14 | CN1CCC(OC(c2ccccc2)c2ccccc2)CC1 | -0.13
15 | Cn1nccc1C(=O)Nc1ccc(Cl)cc1 | -1.8
16 | O=C1c2ccccc2C(=O)N1c1snnc1-c1ccccc1 | -0.51
17 | O=C(/C=C/c1ccccc1)Nc1cccnc1Oc1ccccc1F | -0.95
18 | Cc1ccc(-c2cc(=O)c(=O)[nH][nH]2)cc1 | -3.5
19 | O=C(NNc1ncccc1-n1cccc1)Nc1ccc(OC(F)(F)F)cc1 | 0.28
20 | CS(=O)(=O)Nc1ccc2oc3ccccc3c(=O)c2c1 | 1.4
21 | CCCNC(=O)c1nn2c(c1Br)NC(c1cccs1)CC2C(F)(F)F (configuration not stated) | -0.29
22 | CN(NC(=O)NC(=O)c1ccc(F)c(Cl)c1)c1ccc([N+](=O)[O-])cn1 | 0.67
23 | OC(Cn1ccc2ccccc21)Cn1cnc2ccccc21 (configuration not stated) | -0.63
24 | Fc1ccccc1-n1nnnc1SCc1cc2c(cc1Cl)OCO2 | 0.19
25 | CN(C)c1ccc(/C=N/NC(=O)c2ccncc2)c(Cl)c1 | -0.07
26 | CCOC(=O)C1=NNC2C(=O)N(c3ccccc3)C(=O)C12 (configuration not stated) | 0.66
27 | O=C(N/N=C/C=C/c1ccccc1)N/N=C/C=C/c1ccccc1 | -0.35
28 | C=CCOc1ccc(C2c3c(oc4ccccc4c3=O)C(=O)N2c2ccccn2)cc1 (configuration not stated) | 4.1*
29 | Cc1oc2ccc(NS(=O)(=O)c3ccccc3)cc2c1C(=O)O | 3.4*
30 | CCCOC(=O)C1=C(C)NC2=C(C(=O)CC(C)(C)C2)C1c1ccc(N(CC)CC)cc1 (configuration not stated) | 0.92
31 | O=C1CC(c2ccccc2)C(=O)N1c1cc(Cl)cc(Cl)c1 (configuration not stated) | 5.3*
32 | Cc1cc(C(F)F)n2nc(C(=O)Nc3cnn(Cc4ccc(F)cc4)c3)nc2n1 | 1.1
33 | CCc1ccccc1N1C(=O)C2C3c4ccccc4C(CO)(c4ccccc43)C2C1=O (configuration not stated) | 1.6
34 | Cc1ccccc1-n1c(-c2ccccc2Cl)n[nH]c1=S | -0.26
35 | COc1ccc(C2CC(=O)C3=C(C2)Nc2ncnn2C3c2ccccc2)cc1 (configuration not stated) | 2.9
36 | CSC(=NC#N)S/C=C/C(=O)c1cccc(Br)c1 | -2.2
37 | CCOC(=O)C(NC(=O)CC)(Nc1cccc(C)c1)C(F)(F)F (configuration not stated) | -0.52
38 | CCCc1[nH]nc2c1C(c1ccc(OCC)cc1)C(C#N)=C(N)O2 (configuration not stated) | -5.4
39 | CCC(Sc1nnnn1-c1ccccc1)C(=O)Nc1nnc(C(C)C)s1 (configuration not stated) | -1.3
40 | c1ccc(-c2csc3ncnc(NCc4ccccn4)c23)cc1 | -1.1
41 | c1ccc([C@H]2CN3CCSC3=N2)cc1 | -0.69
42 | Cc1ccccc1OCC(O)CN1C(=O)NC(C)(C)C1=O (configuration not stated) | 0.51
43 | O=C1CC(c2cccc(Cl)c2)Cc2nc(N3CCN(Cc4ccccc4)CC3)ncc21 (configuration not stated) | 0.99
44 | CCOC(=O)CSc1nc2ccc(N)cc2s1 | -0.33
45 | CC(C)(C)c1ccc(OCC(O)Cn2c(CO)nc3ccccc32)cc1 (configuration not stated) | -0.85
46 | Nc1nc(CSCCO)nc(Nc2ccccc2)n1 | -0.52
47 | CC(C)(C)n1[nH]c(-c2ccccc2)cc1=O | -6.3
48 | CSC(=NS(=O)(=O)c1ccc(Cl)c(Cl)c1)SC | -0.08
49 | COc1cc(N2C(=O)CSC2c2ccccc2)c(OC)cc1Cl (configuration not stated) | -0.78
50 | O=C(O)CN1C(c2ccccc2O)Nc2ccc(Br)cc2C1c1ccccc1 (configuration not stated) | 3.1*
51 | CC(C)NC(=O)c1cnn2c1NC(c1cccs1)CC2C(F)(F)F (configuration not stated) | 1.3
52 | O=C(CSc1nc2ccccc2o1)N1CCc2c([nH]c3ccccc23)C1C(F)(F)F (configuration not stated) | -2.8
53 | COc1ccc(C2CC(=O)C3=C(C2)NC(C)=C(C(=O)OC2CCCCC2)C3c2ccncc2)cc1 (configuration not stated) | 2.2
54 | CCc1ccc(C2C3=C(CCCC3=O)NC3=C2C(=O)c2ccccc23)cc1 (configuration not stated) | 1.9
55 | O=[N+]([O-])c1ccc2ncccc2c1-n1cccc1 | -1.1
56 | O=C(Nc1ccc(OCc2ccccc2)cc1)N1CCN(C(=O)C2COc3ccccc3O2)CC1 (configuration not stated) | -0.69
57 | Cc1[nH]n(-c2ccccc2)c(=O)c1N=Nc1ccc(Br)cc1 | 0.46
58 | COc1ccc(/C(C)=N/OC(=O)c2c(-c3ccccc3Cl)noc2C)cc1CN1CCOCC1 | 0.29
59 | CC(C)(C)NCC(O)c1cc(O)cc(O)c1 (configuration not stated) | -0.83&0.4
60 | CCCCCCC(=O)Nc1c2c(nc3c1CCC3)CCCC2 | 1.3

The results go on:
No. | compound | Dicer inh
61 | COc1ccc(NC(=O)CC2C(=O)NCCN2C(=O)c2ccccc2)cc1 (configuration not stated) | 2.1
62 | Cc1ccc(C(=O)Cn2c(C)[n+](C)c3ccccc32)cc1 | -0.17
63 | CCCS(=O)(=O)c1cnc(SC)nc1N | 0.33
64 | COc1ccc(Br)c(C(=O)Nc2cc(C)cc(Cl)c2)c1 | -1.4
65 | CN(C)c1ccc(-c2nc3n(n2)C(c2cccnc2)C2=C(CC(C)(C)CC2=O)N3)cc1 (configuration not stated) | 1.6
66 | O=S(=O)(Nc1nc(SCc2ccc(Cl)cc2)n[nH]1)c1cccs1 | 0.07
67 | CC(C)(C)NC(=O)c1nn2c(c1Cl)NC(c1ccco1)CC2C(F)(F)F (configuration not stated) | 3.2*
68 | O=c1oc2cccnc2n1Cc1ccccc1 | -0.67
69 | C=CCOc1ccc(C2CC(=O)Oc3c2c(=O)n(C)c2ccccc32)cc1 (configuration not stated) | 2.6
70 | COC(=O)C1=C(C)NC(=O)CC1c1cc(OC)c(OC)cc1Br (configuration not stated) | 0.86
71 | CCOc1ccccc1C1C(C(=O)OC2CCCC2)=C(C)NC2=C1C(=O)CCC2 (configuration not stated) | 0
72 | COC(=O)C1=C(C)N=C2SCCC(=O)N2C1c1cccc(Cl)c1 (configuration not stated) | -0.77
73 | C[C@@H](O)[C@H]1C(=O)N2C(C(=O)O)=C(S[C@@H]3CN[C@H](C(=O)N(C)C)C3)[C@H](C)[C@H]12 | -0.74
74 | O=C1C2ON(c3ccccc3)C(c3ccco3)C2C(=O)N1c1ccccc1 (configuration not stated) | 3.5*
75 | Cc1cc(C2CCCCC2)ccc1O | 5.6*
76 | COc1cc2c(cc1OC)C(C)N(Cc1cc(C)c(O)c(C)c1)CC2 (configuration not stated) | -0.23
77 | Cc1nc(Sc2ccc(Cl)cc2)c(C#N)c(C)c1[N+](=O)[O-] | -2.3
78 | COC(=O)c1ccc(OC(=O)c2cccnc2)cc1 | 1.6
79 | COC(=O)/C=C(/c1ccccc1)n1cnc2ccccc21 | -0.98
80 | C#CCN1C(=O)C(O)(CC(=O)c2ccccc2)c2cc(Br)ccc21 (configuration not stated) | 1.1
81 | FC(F)(F)c1ccc(N2CCCN(C(=S)Nc3ccccc3N3CCOCC3)CC2)nc1 | -0.76
82 | CC(C)(C)c1cc(C(C)(C)C)n(C(=O)c2ccc(Cl)cc2)n1 | 0.49
83 | CCOC(=O)c1cc(-c2csc(N/N=C/c3c(Cl)cccc3Cl)n2)on1 | 4.4
84 | O=C(CSc1nc2c(c(C(F)(F)F)n1)CCc1ccccc1-2)N1CCOCC1 | 0.53
85 | COc1ccc(OC2C(=O)N(Cc3ccc(F)cc3)C2c2ccc(OC)c(OC)c2)cc1 (configuration not stated) | 2.4
86 | O=S(=O)(c1ccccc1)n1nc(-c2ccccc2)nc1NCc1ccc(F)cc1 | 1.9
87 | COc1cccc(OC)c1C(=O)Nc1c(C)c(N2CCCC2)cc2c1C(C)(C)CC2(C)C | 1.6
88 | O=S(=O)(Nc1nc2ccccc2nc1Nc1cccc(F)c1)c1ccccc1 | 1.1
89 | CCOC(=O)C1=C(c2ccccc2)Nc2nc3ccccc3n2C1c1ccc(O)c(OCC)c1 (configuration not stated) | -6
90 | CC(C)(C)S(=O)(=O)/C(C#N)=C/Nc1ncccn1 | -2.3
91 | COc1ccc(C2(O)N=C(C(F)(F)F)NC(SC)=C2C#N)cc1 (configuration not stated) | -1.2
92 | CC1(C)CC(=O)C2=C(C1)OC1=C(C(=O)CC(C)(C)C1)C2c1ccc([N+](=O)[O-])s1 | -0.52
93 | O=C(O)CCCC(=O)N1CCN(c2ncccn2)CC1 | 0.99
94 | CN(C(=O)CSc1ccc(Cl)cc1)c1ccccc1C(=O)NC1CCCCC1 | -0.03
95 | NC(=O)C1CCN(CN2C(=O)c3ccccc3C2=O)CC1 | -0.15
96 | CCN(CC)CCNc1nc(C)cc(C)n1 | 0.12
97 | CSc1sc(-c2ccnc(=S)[nH]2)c2c1C(=O)CC(C)(C)C2 | -5.5
98 | COc1cccc(CN2CCN(CC3CC4C=CC3C4)CC2)c1 (configuration not stated) | 1.7
99 | COc1cccc(NC(=S)NNc2ccc([N+](=O)[O-])cc2)c1 | 0.59
100 | O=S(=O)(Nc1ccc(S(=O)(=O)Nc2ncccn2)cc1)c1ccc(F)cc1 | 0.39

Overlap with the part before: three entries, then new ones.
No. | compound | Dicer inh
98 | COc1cccc(CN2CCN(CC3CC4C=CC3C4)CC2)c1 (configuration not stated) | 1.7
99 | COc1cccc(NC(=S)NNc2ccc([N+](=O)[O-])cc2)c1 | 0.59
100 | O=S(=O)(Nc1ccc(S(=O)(=O)Nc2ncccn2)cc1)c1ccc(F)cc1 | 0.39
101 | COc1cccc(C2Nc3ccc(C(=O)c4ccccc4)cc3NC3=C2C(=O)CCC3)c1 (configuration not stated) | -0.11
102 | NCC(c1ccccc1)c1c[nH]c2ccccc12 (configuration not stated) | -0.35
103 | O=C1c2ccccc2S(=O)(=O)N1Cc1ccc2nsnc2c1 | -2.2
104 | CCOC(=O)C1(C(F)(F)F)N=C(c2cccc(C)c2)OC(N2CCCCC2)=N1 (configuration not stated) | 0
105 | CCOc1ccc(C2CC(c3ccc(CC)cc3)Nc3nc(N)nn32)cc1 (configuration not stated) | -0.41
106 | O=C1CCCC2=C1C(c1ccc(Cl)cc1)n1nc(-c3cccnc3)nc1N2 (configuration not stated) | 1.5
107 | O=C1CSCC(=O)N1c1ccc(Cl)cn1 | -3.1
108 | Cc1ccc(O)c(CNc2nc3ccccc3n2C(C)C)c1 | -0.45
109 | CCN(c1nc(C)cc(OC)n1)S(=O)(=O)c1ccc(C)cc1 | 2.1
110 | O=C(Nc1ccccc1)OC1CCCC1 | 14
111 | CN(C)CCC(c1ccc(Cl)cc1)c1ccccn1 (configuration not stated) | -0.83&-0.09&0.54
112 | CSC(=NCCSC(C)(C)C)NC#N | -0.94
113 | CC1(C)CC(=O)C=C(SCC(=O)Nc2ccccc2Cl)S1 | 0.39
114 | Cc1ccc(-c2cc(C(F)(F)F)n3ncc(C(=O)Nc4ccc5c(c4)OCO5)c3n2)cc1 | -0.12
115 | CCOC(=O)c1c(NC(=S)N2CCc3ccccc32)sc2c1CCN(C(=O)OCC)C2 | -0.3
116 | CCOC(=O)N/N=C(\C)c1ccc(/C(C)=N/NC(=O)OCC)cc1 | 0.81
117 | Cc1c(Sc2ccc(Cl)cc2)cnn1C(=O)c1ccccc1 | -0.85
118 | O=c1c(Br)coc2ccccc12 | -0.53
119 | NC(=O)c1cccc2cccc(I)c12 | -0.25
120 | COc1ccc(C2/C(=C(\O)c3ccc(F)cc3)C(=O)C(=O)N2c2ccccn2)cc1OC (configuration not stated) | 1.6
121 | CCOC(=O)C1CCN(S(=O)(=O)c2sc(Cl)cc2Br)CC1 | -0.45
122 | O=C(Nc1ccc(F)cc1Cl)c1cnc2ccccc2n1 | -0.3

Screening results: PubChem, Center for Chemical Genomics, University of Michigan
